ABCG2 block: human ABCG2 inhibition, ABCB1 as counter-screen | Q9UNQ0 | IgMXP3 cells, JC-1 efflux, flow cytometry | inhibition, % at 6.6 µM | actives 0.1% (n = 190,000) | AID 1325;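 active = inhibition above 80%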;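 also: 0% = DMSO and 100% = nicardipine control wells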
Target sequence (Q9UNQ0 whole entry, looked up): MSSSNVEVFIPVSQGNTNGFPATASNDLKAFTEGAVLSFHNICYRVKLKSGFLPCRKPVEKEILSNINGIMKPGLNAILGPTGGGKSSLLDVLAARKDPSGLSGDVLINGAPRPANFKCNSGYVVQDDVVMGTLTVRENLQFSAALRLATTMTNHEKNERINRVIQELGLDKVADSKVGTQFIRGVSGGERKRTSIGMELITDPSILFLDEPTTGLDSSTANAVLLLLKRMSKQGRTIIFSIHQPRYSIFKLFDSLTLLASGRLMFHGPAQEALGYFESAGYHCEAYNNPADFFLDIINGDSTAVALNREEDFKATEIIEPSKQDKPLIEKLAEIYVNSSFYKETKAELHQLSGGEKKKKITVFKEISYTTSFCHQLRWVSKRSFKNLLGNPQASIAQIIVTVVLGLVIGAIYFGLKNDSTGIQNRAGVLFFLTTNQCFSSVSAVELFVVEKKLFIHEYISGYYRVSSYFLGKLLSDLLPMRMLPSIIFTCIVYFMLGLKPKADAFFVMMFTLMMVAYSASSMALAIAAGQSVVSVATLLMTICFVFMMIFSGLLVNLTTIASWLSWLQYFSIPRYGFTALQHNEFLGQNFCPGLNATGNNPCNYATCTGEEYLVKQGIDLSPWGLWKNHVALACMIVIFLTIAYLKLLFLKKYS
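System: two drug-resistant human cell lines, ABCG2 and ABCB1; controls: nicardipine high and DMSO low controls; times: 10 min exposure at 25 °C with rotation, no wash; detection: flow cytometry of retained JC-1 fluorescence; read-out basis: percent efflux inhibition, scaled nicardipine 100% to DMSO 0%; doses: one concentration, 6.6 µM final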
RGS8-Gao: modulates binding of RGS8 to human Galphao. multiplexed bead flow cytometry; actives lie on both sides. response (percent of control binding), % at 10 µM. actives 0.34% (n = 220,000); in the data active = response below about 60% or above about 140%; inactive = in between;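 also: Galphao activated as the GDP aluminium fluoride complex binding bead-coupled RGS8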
Bim-Mcl-1: disrupts Bim peptide binding to human Mcl-1. Bead-based flow cytometry, Bim peptide-Mcl-1 binding. inhibition, % at 10 µM. actives 0.1% (n = 190,000). AID 1009;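 also: 0% = no compound tracer wells and 100% = peptide blocker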
Bim-Bcl-XL: human Bim-Bcl-XL interaction inhibition; actives 0.04% (n = 190,000); Q07817; inhibition, % at 10 µM; Bim peptide-Bcl-XL binding, bead flow cytometry, fluorescence; AID 1007
RGS4-Gao reg: modulates binding of RGS4 to human Galphao | P09471 | AID 1415 | binding response (% of control), % at 10 µM | Multiplexed bead flow cytometry; actives lie on both sides | actives 0.33% (n = 220,000); in the data active = binding response below about 49% or above about 150%; inactive = in between;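 also: fluorescent Galphao activated with aluminum fluoride binding bead-coupled RGS4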
Bcl-2 Bim block: disrupts Bim peptide binding to human Bcl-2; Bead-based flow cytometry, Bim peptide-Bcl-2 binding; inhibition, % at 10 µM; actives 0.06% (n = 190,000); in the data active = inhibition above about 40%; inconclusive = no clear call, values can overlap the other calls;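 also: 0% = no compound wells with probe peptide and 100% = reference peptide inhibitor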
Target sequence (P10415 whole entry, looked up): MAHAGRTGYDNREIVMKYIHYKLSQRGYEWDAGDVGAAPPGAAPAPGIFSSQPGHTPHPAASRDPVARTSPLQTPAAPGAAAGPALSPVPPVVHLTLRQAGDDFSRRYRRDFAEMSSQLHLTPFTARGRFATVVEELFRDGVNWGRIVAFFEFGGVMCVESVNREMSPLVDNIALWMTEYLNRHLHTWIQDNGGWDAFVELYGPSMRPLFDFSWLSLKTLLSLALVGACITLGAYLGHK
Bim-Bcl-B: disrupts Bim peptide binding to human Bcl-B. Q9HD36. actives 0.073% (n = 190,000). inhibition, % at 10 µM. AID 951. bead-based flow cytometry;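 also: 0% = tracer peptide without compound and 100% = reference inhibitor peptide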
Bfl-1 Bim block: human Bim-Bfl-1 interaction inhibition | AID 1008 | Bead-based flow cytometry, Bim-Bfl-1 binding inhibition | inhibition, % at 10 µM | actives 0.12% (n = 190,000);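 also: 0% = wells without compound plus tracer and 100% = blocker peptide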
Bcl-W Bim block: human Bim-Bcl-W interaction inhibition; bead-based flow cytometry, Bim peptide-Bcl-W binding; inhibition, % at 10 µM; actives 0.02% (n = 190,000);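 also: 0% = bound tracer without compound and 100% = peptide blocker; higher means less fluorescent Bim peptide bound to Bcl-W beads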
RGS7-Gao: modulates binding of RGS7 to human Galphao; P09471; Multiplexed bead flow cytometry; actives lie on both sides; binding response (% of control), % at 10 µM; actives 0.35% (n = 220,000); in the data active = binding response below about 49% or above about 150%; inconclusive = no clear call, values can overlap the other calls; inactive = in between;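 also: fluorescent Galphao held in activated GDP-AlF4 state binding bead-coupled RGS7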
ABCB1 inh: inhibitors of human ABCB1 transporter, ABCG2 counter-screen. P08183. CCRF-Adr cells, JC-1 efflux, flow cytometry. inhibition, % at 6.6 µM. actives 0.067% (n = 190,000); in the data active = inhibition above about 40%;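 also: 0% = vehicle and 100% = reference inhibitor; higher value means more JC-1 retained so stronger ABCB1 efflux block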
* = called active by the depositor; u = inconclusive; x = not tested or not shown. Rule as the data show it, unless noted: active = inhibition above about 40%.

SMILES	ABCG2 block	RGS8-Gao	Bim-Mcl-1	Bim-Bcl-XL	RGS4-Gao reg	Bcl-2 Bim block	Bim-Bcl-B	Bfl-1 Bim block	Bcl-W Bim block	RGS7-Gao	ABCB1 inh
CSc1ccc(C(=O)C2CCCN(C(=O)c3cccnc3SC)C2)cc1 (stereo not drawn)	2	86	18	6	99	0	1	1	18	98	1.3
CC(C)C(=O)Nc1nnc(SCC(=O)NCC2CCCO2)s1 (stereo not drawn)	-1	101	0	0	102	-2	0	-2	0	101	-0.4
c1ccc(C(c2ccccc2)c2nc(-c3cccnc3)no2)cc1	27	84	6	8	95	0	7	5	6	94	-0.4
Cc1ccc(NC(=S)NCCSc2ccc(Cl)cc2)c(C)c1	-1	88	-10	-9	96	0	17	2	-4	88	-0.4
O=[N+]([O-])c1ccc2nc(-c3ccccc3)oc2c1	15	101	1	0	102	2	-3	-1	1	104	0.3
CCOC(=O)c1c(C)n(CC(O)c2ccccc2)c2ccc(O)cc12 (stereo not drawn)	2	104	0	-1	97	0	-3	1	-1	99	0.4
Cc1ccc(/C=C/C(=O)OC(C)C(=O)Nc2ncc(Cl)cc2Cl)o1 (stereo not drawn)	-2	99	-4	-4	97	-6	-12	-14	-3	97	0.1
CC(/C=N/NC(=O)CCn1nnc2ccccc21)=C\c1ccccc1	24	96	-6	-16	92	-4	-14	-13	-6	96	1.2
COc1c(Cl)ccc(Cl)c1C(=O)NCc1ccco1	1	106	-2	-1	100	-2	-6	-10	-3	104	-0.2
CCc1c(C)c(C#N)c2nc3ccccc3n2c1NCc1ccccn1	10	102	0	0	100	-3	0	-7	3	u	1.5
Clc1cccc(-c2ccc(C=Nc3ccc(N4CCOCC4)cc3)o2)c1	9	92	-3	-5	95	-3	-6	3	-4	93	0.7
CC(=O)c1cccc(S(=O)(=O)NCC2CCCCC2)c1	6	104	-4	-5	104	0	-5	-3	-2	100	0.6
c1ccc(CNc2c3c(nc4ncnn24)CCCC3)nc1	26	103	-3	-9	102	-13	-10	-19	-1	102	0.6
CCc1ccccc1NC1=NCC(=O)N1C1CCCCC1	1	102	0	-6	104	-10	-5	-14	0	105	0.4
COc1c(C(C)C)oc2cc3oc(=O)ccc3cc12	8	100	-2	1	103	3	-5	0	2	103	1.1

Retrieved by structure from the list above (5):
SMILES	ABCG2 block	RGS8-Gao	Bim-Mcl-1	Bim-Bcl-XL	RGS4-Gao reg	Bcl-2 Bim block	Bim-Bcl-B	Bfl-1 Bim block	Bcl-W Bim block	RGS7-Gao	ABCB1 inh
CC(C)C(=O)Nc1nnc(SCC(=O)NCC2CCCO2)s1 (stereo not drawn)	-1	101	0	0	102	-2	0	-2	0	101	-0.4
COc1c(Cl)ccc(Cl)c1C(=O)NCc1ccco1	1	106	-2	-1	100	-2	-6	-10	-3	104	-0.2
CCc1c(C)c(C#N)c2nc3ccccc3n2c1NCc1ccccn1	10	102	0	0	100	-3	0	-7	3	u	1.5
Clc1cccc(-c2ccc(C=Nc3ccc(N4CCOCC4)cc3)o2)c1	9	92	-3	-5	95	-3	-6	3	-4	93	0.7
Cc1ccc(/C=C/C(=O)OC(C)C(=O)Nc2ncc(Cl)cc2Cl)o1 (stereo not drawn)	-2	99	-4	-4	97	-6	-12	-14	-3	97	0.1

(list continues)
SMILES	ABCG2 block	RGS8-Gao	Bim-Mcl-1	Bim-Bcl-XL	RGS4-Gao reg	Bcl-2 Bim block	Bim-Bcl-B	Bfl-1 Bim block	Bcl-W Bim block	RGS7-Gao	ABCB1 inh
O=C(CN(C(=O)CSc1nc2ccccc2o1)c1ccccc1F)NC1CCCCC1	1	95	-11	-6	98	-2	-5	3	-5	96	x
COc1ccc(NC(=O)C2CCCN(S(=O)(=O)c3c(C)[nH]c(=O)[nH]c3=O)C2)cc1Cl (stereo not drawn)	1	100	2	3	99	1	11	8	2	u	1.9
Cc1ccc(-c2cc(C(=O)Nc3cnn(C(C)C)c3)no2)cc1	3	100	6	1	97	0	3	-1	0	98	0.9
Cc1cc(S(=O)(=O)N(Cc2ccc(C(C)(C)C)cc2)Cc2cccs2)ccc1-n1cnnn1	0	102	3	2	99	2	0	2	2	103	0.3
O=C(NC1CC1)c1ccc(C2SCC(=O)N2Cc2ccccc2)cc1 (stereo not drawn)	2	98	0	0	95	-4	-2	-3	-1	92	1.3
Cc1ccc(S(=O)(=O)N2CCOCC2)cc1C(=O)NC(=S)N(Cc1ccccc1)C(C)C	-2	96	-5	-6	103	0	-8	0	-3	97	0.2
N#Cc1nc(-c2cccs2)oc1N1CCN(c2ccccc2)CC1	8	98	0	-1	94	-2	0	2	-1	94	0.2
CCCc1nc(NC2CCCCC2)c(C#N)c2c1COC(C)(C)C2	0	102	-3	-3	102	-1	0	-2	-4	102	0.7
O=C(NCc1ccco1)/C(=C/c1ccco1)NC(=O)c1ccc(Br)o1	13	102	-1	-2	101	-6	-8	-11	-1	97	0.0
O=C(CNc1cccc2ccccc12)N/N=C/c1ccc([N+](=O)[O-])o1	-10	101	-3	-3	97	-1	-7	1	-1	100	-1.1
CCOc1ncccc1C(=O)OCC(=O)NC(=O)NC(C)C	8	102	1	1	103	0	2	-1	1	u	0.7
CCCn1c(SCC(=O)Nc2cccc(S(=O)(=O)N3CCCC3)c2)n[nH]c1=O	2	101	0	0	102	0	-3	-7	0	u	1.8
Cc1ccc(NC(=O)OCCNC(=O)OC(C)C)cc1	15	95	0	-1	95	0	-12	-2	-1	94	0.6
Cc1ccc(SC(C)C(=O)NCc2ccc(F)cc2)cc1 (stereo not drawn)	6	102	0	-1	100	2	-2	-5	0	91	0.9
Cc1ccc(C)c(N2CCN(C(=O)C3CCN(c4nc(C)cc(C)n4)CC3)CC2)c1	1	101	-1	-5	98	-9	-7	-11	-1	99	1.2
Nc1ccc2oc3ccccc3c2c1	-1	103	-4	-11	99	-7	-3	-7	-3	99	-0.3
O=C(CNCCC1=CCCCC1)Nc1ccccc1N1CCCCC1	2	100	0	-11	100	-13	-9	-13	0	102	1.2
COC(=O)Cc1ccc2c3ccccc3n(C)c2c1	34	100	-3	-8	101	-8	-8	-17	0	98	0.6
COc1ccc(S(=O)(=O)N(C)CC(=O)N2CCOCC2)cc1Cl	3	99	9	7	100	7	7	9	3	98	0.6
O=C(NC(N1CCOCC1)C(Cl)(Cl)Cl)c1cc([N+](=O)[O-])cc([N+](=O)[O-])c1 (stereo not drawn)	5	102	-5	1	98	-5	-4	-4	0	100	0.3
COc1ccc(NC(=O)N2CCOCC2)cc1OC	0	101	-2	-5	100	-4	-4	-7	-4	101	0.1
CN1CCc2c(OCc3ccc(F)cc3)cccc2C1=O	6	99	-2	-4	102	-3	2	-5	-2	100	0.6
CC1CCCCC1NC(=O)c1ccc(S(=O)(=O)NCC2CCCO2)cc1 (stereo not drawn)	1	103	0	0	99	1	-1	-7	0	102	0.3
CCCc1cc(Nc2ccccc2OCC)n2ncnc2n1	11	102	-2	-8	99	-2	-4	-2	-5	105	0.8
Cc1cccc(CSc2nnc(-c3ccco3)o2)c1	33	99	0	-5	98	0	-5	-5	-1	u	1.3
CN(C)S(=O)(=O)c1cccc(NC(=O)CCc2c[nH]c3ccccc23)c1	2	98	0	-3	87	-3	-9	-2	-5	91	0.0
Cc1ccc(CC(=O)Nc2ccc(OC(F)F)c(Cl)c2)cc1C	50	96	-3	-3	96	-4	-3	-6	-2	92	0.0
O=S1(=O)CC2N=C(N(Cc3ccc(F)cc3Cl)c3ccccc3F)SC2C1 (stereo not drawn)	3	102	-2	-6	105	-4	-10	-7	-7	100	1.1
S=c1[nH]nc(/C=C/c2ccccc2)o1	5	99	0	-4	102	-2	-27	0	-5	98	0.1
Cc1cc(Cl)ccc1NC(=S)N(CCCN1CCOCC1)Cc1cccs1	0	106	-6	-5	102	-10	-25	-6	-1	117	1.7
OC[C@@H](O)[C@@H](O[C@H]1O[C@H](CO)[C@@H](O)[C@H](O)[C@H]1O)[C@H](O)[C@@H](O)CO	4	98	0	-2	100	-2	-1	-1	-2	98	x
O=c1c2ccccc2nc(-c2ccc(Cl)cc2Cl)n1CCCn1ccnc1	0	102	0	-1	103	0	0	-1	-1	104	0.5
COc1ccc(OC2C(=O)N(Cc3ccc4c(c3)OCO4)C2c2cccs2)cc1 (stereo not drawn)	1	105	-2	0	103	-3	-1	-1	0	105	0.5
NS(=O)(=O)c1ccc(Nc2nc(-c3ccccc3)cs2)cc1	0	117	-1	4	106	-2	-4	-4	3	105	0.0
Cn1c(N)c(C(=O)COc2ccc(Cl)cc2Cl)c(=O)n(C)c1=O	24	100	-3	-5	102	-4	-1	-4	0	100	-0.6
CCn1cc(Br)c(C(=O)NCc2ccco2)n1	3	99	-6	-9	98	-13	-11	-19	-1	99	0.3
Cc1noc(C)c1C(=O)OCC(=O)NCCC1=CCCCC1	11	99	-4	-2	100	-3	-5	-4	-4	99	0.3
Cc1ccnc(N2CCC(C(=O)NCc3ccc(F)cc3)CC2)n1	0	105	-2	0	104	-4	-6	-9	-1	108	0.0
CN(C)S(=O)(=O)Oc1ccsc1C(=O)Nc1cccc(Cl)c1	10	99	-7	-4	98	-11	-12	-10	0	94	0.9
Cc1ccc(NC(=O)C(C)c2ccc(-c3ccccc3)c(F)c2)cc1 (stereo not drawn)	1	101	-1	-3	105	-11	-5	-8	2	99	0.5
COC(=O)c1ccc(C2C(C(C)=O)=C(O)C(=O)N2CCO)cc1 (stereo not drawn)	10	102	-5	-6	99	-8	-3	-5	-6	98	0.0
CC(C(=O)NC1CCCc2ccccc21)N1CCN(Cc2ccc3c(c2)OCO3)CC1 (stereo not drawn)	1	108	6	0	108	-6	-8	-8	2	107	0.6
COc1ccc(OC)c(Nc2nc(-c3sc(NC(=O)CC(C)C)nc3C)cs2)c1	3	99	1	3	96	-6	-2	-4	4	99	1.3
COc1ccc(/C(N)=N/OC(=O)Cc2ccc(C)cc2)cc1OC	10	87	-4	-3	95	-9	-3	-7	-4	92	0.6
Cc1occc1C(=O)n1nnc2ccccc21	1	104	-1	-11	105	-12	-4	-11	0	108	-0.1
CCN(Cc1ccccc1)Cc1nnnn1Cc1ccccc1	10	103	5	-1	102	3	1	-3	2	105	2.3
Cc1cc2n(n1)SC(Nc1cc(Cl)ccc1Cl)N2 (stereo not drawn)	2	97	0	-2	96	1	-9	0	-1	100	0.3
Cn1cnc([N+](=O)[O-])c1S(=O)(=O)c1ccc(Cl)cc1	-7	101	-3	-3	100	0	-4	0	-2	104	7.1
CO/N=C(/CNC(=O)c1ccccc1Cl)c1ccc(Cl)cc1	5	100	-2	-2	101	0	0	-1	0	96	1.0
COc1cccc(/C=C/C2=CC(C)(C)NC(=S)N2)c1	5	101	2	-3	102	0	-23	2	-5	95	0.6
COc1ccc(C(=O)C2CCCN(Cc3cccn3-c3ccc(Cl)cn3)C2)c(OC)c1 (stereo not drawn)	3	104	0	0	103	0	-3	-5	-3	99	1.1
O=Cc1ccc(-c2ccccc2OC(F)(F)F)o1	0	101	-1	-3	100	-6	-7	-12	2	97	0.1
Cc1nc2ccc(S(=O)(=O)NC(C(=O)NCc3ccco3)C(C)C)cc2s1 (stereo not drawn)	0	96	-3	-7	85	-5	-9	-9	-2	100	0.1

High-throughput results from PubChem BioAssay.
